# Source: PubChem BioAssay (The Scripps Research Institute Molecular Screening Center)
# SRC3 TRFRET art: TR-FRET artefact, counter-screen to PPARgamma/SRC-3 agonist assay | PPARgamma/SRC-3 format; hits give high values | TR-FRET ratio at 8 µM | 99,000 tested, 0.39% active | AID 1048; in the data active = TR-FRET ratio above about 2000; also: inactives centre near 1600; reference of the scale not given here
# SRC1 TRFRET art: flags TR-FRET format artefacts in PPARgamma SRC-1 recruitment agonist screen; TR-FRET detection artefact counter-screen, emission ratio; hits give high values; TR-FRET ratio at 8 µM; 99,000 tested, 0.34% active; AID 1051; in the data active = TR-FRET ratio above about 2300; also: inactives centre near 1800; reference of the scale not given here
# * = called active by the depositor.
SMILES,SRC3 TRFRET art,SRC1 TRFRET art
COC(=O)c1cc([N+](=O)[O-])c(-n2cncn2)c([N+](=O)[O-])c1,1610,1656
S=c1[nH]ncn1NCc1ccc(Cl)cc1Cl,1699,1851
COCC(=O)N/N=C/c1c(C)[nH]n(-c2ccccc2)c1=O,1811,2005
Cc1c(C(=O)N2CCN(c3cccc(Cl)c3)CC2)cccc1[N+](=O)[O-],1519,1713
Cc1ccc(S(=O)(=O)Nc2ccc3c(c2)CCC3)cc1,1587,1833
Fc1cccc(/C=N/Nc2ncnc3nc[nH]c23)c1,1417,1597
O=C(NC(=S)Nc1ccccn1)c1ccco1,1864,1959
C/C(=N\Nc1nc(C)cc(C)n1)c1ccc(N2CCOCC2)cc1,1634,1854
CC(C)CNC(=O)Cn1c(=O)c2c(ncn2CC(C)C)n(Cc2ccccc2)c1=O,1472,1702
CC(C)(C)NC(=O)CN(C(=O)CN1C(=O)C(=O)c2ccccc21)C(C)(C)C,1443,2016
Cc1ccc(S(=O)(=O)N(C)C)cc1NS(=O)(=O)c1ccc(Cl)s1,1494,1833
O=C(/C(C=Nc1ccc(F)cc1)=C(/O)c1ccco1)C(F)(F)F,1556,1615
CCc1cccc(N=c2c([N+](=O)[O-])nn(-c3ccc4c(c3)OCCO4)n2O)c1,1572,1522
Cc1ccc(C2=NNC(=O)C(P(=O)(c3ccccc3)c3ccccc3)C2)cc1 (stereo unspecified),1356,1752
CN(c1ccc(OCC(=O)Nc2nc(-c3ccccc3)cs2)cc1)S(=O)(=O)c1ccc(F)cc1,1612,1849
O=C(CN1CCCc2ccccc21)Nc1ccccc1[N+](=O)[O-],1542,1886
COc1ccc(N2CCN(C(c3cccs3)C(C)NC(=O)c3ccc4c(c3)OCO4)CC2)cc1 (stereo unspecified),1518,1685
NC(=O)c1c(NC(=O)Cn2cc([N+](=O)[O-])cn2)sc2c1CCCC2,1587,1781
O=C(NCc1ccccn1)c1ccc2ccccc2n1,1618,1884
Cc1oc(-c2cccs2)nc1CN1CCN(CC(C)C)C(CCO)C1 (stereo unspecified),1529,1623
CCOc1ccc(/C=C2/Sc3ccc(C(=O)N4CCN(C(=O)c5ccco5)CC4)cc3N(C)C2=O)cc1OC,1599,1803
Cc1ccc(-c2onc3ccc(Cl)cc23)cc1,1357,1661
COC(=O)Cn1cc(C(=O)C(F)(F)F)c2ccccc21,1697,1948
CCOC(=O)c1c(NC(=O)COc2cccc3c2CCN(Cc2ccc(F)cc2)C3=O)sc2c1CCC2,1583,2015
O=C(C1=C[C@@H](c2coc3ccccc3c2=O)C[C@@H](OCCCCO)O1)N1CCN(Cc2ccccc2)CC1,1700,1838

# Continued.
SMILES,SRC3 TRFRET art,SRC1 TRFRET art
Cc1ccccc1C1c2[nH]c3ccccc3c2CCN1CCCn1cccn1 (stereo unspecified),1473,1771
Cc1noc(C(=O)Nc2c(C)n(C)n(-c3ccccc3)c2=O)c1Cl,1727,1707
COc1ccccc1/C=C/C(=O)NCC(=O)N/N=C/c1ccccc1,1540,1687
O=C(CSc1nc(-c2ccco2)cc(C(F)(F)F)n1)NN1CCOCC1,1431,1781
COC(=O)c1cccc(NC(=O)Cc2ccccc2[N+](=O)[O-])c1C,1578,1835
COc1ccc(-n2c(=O)/c(=C\c3cccs3)s/c2=C(/C#N)C(=O)NCCN2CCOCC2)cc1,1422,1671
Cc1ccc2sc(NNC(=O)C3COc4ccccc4O3)nc2c1C (stereo unspecified),1733,1791
O=C(Cc1ccccc1)Nc1cccc(N2C(=O)C=CC2=O)c1,1559,1656
O=C1N=C2N(CCN3CCCCC3)c3ccccc3N2/C1=C\c1ccc([N+](=O)[O-])o1,1516,1930
Cc1cc(=O)oc2cc(Oc3ccc([N+](=O)[O-])cc3[N+](=O)[O-])ccc12,1509,1596
CCOC(=O)c1ccc(NC(=O)c2cc(OC)c(OC)c(OC)c2Br)cc1,1748,1858
COc1ccc(S(=O)(=O)Nc2cc(C)c(O)c(S(=O)(=O)c3ccccc3)c2)cc1,1481,1785
CC(=O)Nc1ccc(S(=O)(=O)NNC(=O)CCC(=O)Nc2cc(C)ccc2C)cc1,1743,1813
Cn1cc([N+](=O)[O-])c(C(=O)Nc2ccc(C(=O)N3CCCCC3)cc2)n1,1624,1642
CN(C)/C=C\C(=C/C(=O)C(F)(F)F)Nc1ccccc1Oc1ccccc1,1723,2068
COc1ccc(N2C(=O)/C(=C/c3ccc([N+](=O)[O-])cc3)N=C2C)cc1,1513,1780
CCOC(=O)C1=C(c2ccccc2)ON(C)C1c1ccccc1 (stereo unspecified),1539,1606
Cc1ccc(/C=N/n2cc(-c3ccccc3)[nH]c2=S)s1,1810,1805
C=CCn1c(COc2ccccc2F)nnc1SCCN1C(=O)c2ccccc2C1=O,1628,1754
CC12CCC(C/C1=N/O)C2(C)C (stereo unspecified),1675,1650
CC(C)CNC(=S)N(Cc1ccco1)Cc1cc2cc3c(cc2[nH]c1=O)OCCO3,1386,1571
O=C(Nc1cccc(OCC(=O)N2CCOCC2)c1)c1cccc([N+](=O)[O-])c1,1568,1846
O=S1(=O)N=C(N/N=C/c2ccc(Br)o2)c2ccccc21,1387,1771
CCOc1ccc(N2C(=O)/C(=C\c3ccc(OC)c(O)c3)S(=O)(=O)C2c2cccc([N+](=O)[O-])c2)cc1 (stereo unspecified),1634,1607
c1ccc2nc(-c3ccc4c(c3)OCO4)ccc2c1,1708,1766

# One compound at a time (already shown). Order of values: SRC3 TRFRET art | SRC1 TRFRET art
# CC(C)CNC(=O)Cn1c(=O)c2c(ncn2CC(C)C)n(Cc2ccccc2)c1=O is listed as 1472 | 1702
# Cc1c(C(=O)N2CCN(c3cccc(Cl)c3)CC2)cccc1[N+](=O)[O-] is listed as 1519 | 1713
# O=C(/C(C=Nc1ccc(F)cc1)=C(/O)c1ccco1)C(F)(F)F is listed as 1556 | 1615
# O=C(CSc1nc(-c2ccco2)cc(C(F)(F)F)n1)NN1CCOCC1 is listed as 1431 | 1781
# Cn1cc([N+](=O)[O-])c(C(=O)Nc2ccc(C(=O)N3CCCCC3)cc2)n1 is listed as 1624 | 1642

# Next part.
SMILES,SRC3 TRFRET art,SRC1 TRFRET art
CCOC(=O)NC(=O)COC(=O)CNC(=O)c1cccc(OC)c1,1581,2077
Cc1c(Cl)cccc1-n1c(SCC(=O)N2CCC(C(=O)O)CC2)nnc1-c1ccncc1,1707,1686
Nc1nc2nccc(-c3ccccn3)n2n1,1626,1838
Cc1noc(/C=C/c2cccs2)c1S(=O)(=O)N1CCC(C(=O)NCCCN2CCCC(C)C2)CC1 (stereo unspecified),1520,1842
Cc1c(C(=O)NCCCN2CCOCC2)oc2ccc(S(=O)(=O)N3CCOCC3)cc12,1484,1810
COc1cc(/C=C2\NC(=S)N(C)C2=O)ccc1O,1393,1805
COc1ccc(CCN2C(=O)C(Oc3ccccc3)C2c2ccc3c(c2)OCO3)cc1 (stereo unspecified),1683,1830
COc1ccc2oc(-c3ccccc3)c(C(N)=O)c2c1,1728,2017
CCN1C(=O)/C(=C/C=C2/CCCN2C)OC1=S,1775,1809
O=C(Cn1cc2c(n1)CCCCC2)Nc1ccc(F)cc1F,1562,1944
CC(=O)NCCNC(=O)c1ccc(CSc2ccc(Cl)cc2)cc1,1433,1584
CSCCC(=O)N1CCCC(CNC(=O)c2ccccc2Cl)C1 (stereo unspecified),1624,1985
Cc1cccc(N2C(S)=C(C#N)C(=O)NC23CCCCC3)c1,1579,1590
c1ccc(C2NCCc3ccccc32)cc1 (stereo unspecified),1521,1883
O=C(c1ccc(-n2c(SCc3cccc(F)c3)nc3ccccc3c2=O)cc1)N1CCOCC1,1825,1930
COc1ccc(CC(=O)NNC(=O)c2ccc(NC(C)=O)cc2)cc1,1438,1883
O=C(NCCCN1CCOCC1)C(=O)N/N=C/c1ccc(F)cc1,1608,1706
C=CCc1cccc(/C=N/NC(=O)C(C)Nc2ccc(C)cc2)c1O (stereo unspecified),1594,1785
O=C(CCC1CCCN(C(=O)c2ccoc2)C1)NCc1ccc(F)c(F)c1 (stereo unspecified),1547,1842
COc1ccc(NC(=O)CSc2ccccc2)cc1S(=O)(=O)N1CCCCC1,1551,1695
O=C(NCc1ccc2c(c1)OCO2)C1CCN(S(=O)(=O)N2CCCCC2)CC1,1615,1878
Cc1ccc(CNC(=O)/C=C/c2cccs2)cc1,1394,1746
COC(=O)C(NC(=O)CSc1nc(N)cc(=O)[nH]1)c1ccccc1 (stereo unspecified),1453,1728
O=C(COC(=O)CCC(=O)c1cccs1)Nc1ccc(S(=O)(=O)N2CCOCC2)cc1,1491,1738
Cc1ccc(O)c(N=Cc2cc(Cc3ccccc3)cc([N+](=O)[O-])c2O)c1,1511,1594

# A second format for two compounds above:
Structure | SRC3 TRFRET art | SRC1 TRFRET art
Nc1nc2nccc(-c3ccccn3)n2n1 | 1626 | 1838
COc1ccc(CC(=O)NNC(=O)c2ccc(NC(C)=O)cc2)cc1 | 1438 | 1883

# Next structures.
SMILES,SRC3 TRFRET art,SRC1 TRFRET art
Cc1ccc(S(=O)(=O)N2CCCOC2CNC(=O)C(=O)NCCC2=CCCCC2)cc1 (stereo unspecified),1658,1805
COc1ccccc1CCN=C(N)NS(=O)(=O)c1ccccc1,1516,1563
O=C(c1ccc2c(Cl)c3c(nc2c1)CCCC3)N1CCN(c2ccc(F)cc2)CC1,1617,1871
CN(C)c1cccc2c1C(=O)c1ccccc1C2=O,1605,1986
CCOC(=O)c1ccc2c(c1)[n+](CC)c(C)n2-c1ccccc1,1602,1715
Cc1nc(Cl)sc1C(=O)NC(C)c1ccc(Cl)cc1 (stereo unspecified),1501,1744
CCC(C)(C)n1nnnc1C(c1cccnc1)N1CCC(Cc2ccccc2)CC1 (stereo unspecified),1739,1737
CN1CCN(c2ccc([N+](=O)[O-])cc2C(=O)N2CCCCC2)CC1,1723,1915
CN(C)Cc1ccccc1Cc1ccccc1,1555,1806
CCc1nnc(NS(=O)(=O)c2ccc(NC(=S)NC(=O)/C=C/c3ccc(F)cc3)cc2)s1,1542,1527
O=C(CCS(=O)(=O)c1cc(Br)cc2c1N(C(=O)C1CC1)CC2)N1CCN(c2ccccn2)CC1,1442,1998
Cn1ccs/c1=N\C(=O)Nc1ccccc1,1583,2041
COC(=O)c1nn(-c2ccc(OC)cc2)c(=O)cc1Sc1ccc(C)cc1,1815,1828
CCC(C)NC(=O)CCn1c(-c2ccc(F)cc2)cc(C(C)=O)c1C (stereo unspecified),1545,1826
O=C(Nc1cccc(S(=O)(=O)N2CCOCC2)c1)c1ccc(N2CCOCC2)c([N+](=O)[O-])c1,1835,1915
COc1ccc(NC(=O)COC(=O)/C=C/c2ccccc2[N+](=O)[O-])cc1OC,1348,1568
CCOC(=O)c1cnc(-n2[nH]c(C)c(Cc3ccccc3)c2=O)[nH]c1=O,1679,1691
O=C(O)CCc1nnc(SCC(=O)Nc2ccc(Cl)c(C(F)(F)F)c2)[nH]c1=O,1601,1566
COc1ccc(OC)c(/C=C/C(=O)NC2=NCCS2)c1,1898,1653
CCCC(=O)Nc1ccc2c(c1)nc1n2CCN(C2CCCCC2)C1,1752,2038
N#Cc1c(Cl)nc(N/N=C/c2ccccc2)c(Cl)c1Cl,1521,1873
O=[N+]([O-])c1ccc(C2=Nc3cc(Cl)ccc3OC2)cc1,1622,1781
O=C(CSc1nc2ccccc2s1)Nc1ncccn1,1381,1869
O=c1cc(O)c2sc3nc(C(F)(F)F)c4c(c3c2[nH]1)CCCCC4,1622,1642
CCOc1ccccc1N1CCN(CC(=O)N(CC(C)C)c2c(N)n(CC(C)C)c(=O)[nH]c2=O)CC1,1841,1948

# (cont.)
SMILES,SRC3 TRFRET art,SRC1 TRFRET art
COc1cc(CO)c(Br)cc1OCC(=O)Nc1ccccc1C,1778,1904
CC(=O)N1N=C(c2cccc([N+](=O)[O-])c2)OC1(C)CC(=O)Nc1ccccc1 (stereo unspecified),1624,1958
N#CCCN(C(=O)COC(=O)c1ccc(S(=O)(=O)Nc2ccccc2)cc1)c1ccccc1,1511,1770
Cc1ccccc1C(=O)N[C@H](C(=O)Nc1ccc(Cl)c(Cl)c1)C(C)C,1466,1857
Cn1c(=O)c2nc(Cl)c(-c3ccccc3)nc2n(C)c1=O,1660,2027
CCOc1ccc(CSCCNC(=S)Nc2ccccc2)cc1,1582,1880
Cc1ccc(NC(=O)c2scc3c2CCCC3)cc1,1614,1926
CCCCN(CC)CCNC(=O)c1cc2c(=O)[nH]c3ccccc3c2n1C,1585,1654
C=CCOc1ccccc1/C=N/NC(=O)c1ccc(Cl)cc1Cl,1633,1900
O=C(NCCc1cnn(-c2ccccc2)c1)c1cc(COc2c(F)cccc2F)on1,1418,1760
CCn1c(/C=C/c2ccccc2[N+](=O)[O-])nc2ccccc2c1=O,1707,1947
Cc1ccc(C(=O)NCCc2n[nH]c(=S)n2C)cc1,1416,1844
C/C(=C/C#N)Nc1ccc(C)cc1,1433,1635
O=C(N/N=C/c1c(F)c(F)c(F)c(F)c1F)c1ccc(Cn2cc(Br)cn2)o1,1631,1845
O=C(NCCc1ccc(Cl)cc1)c1ccc2nc[nH]c2c1,1340,1691
COc1ccc(/C=C2\C(=O)N(c3c(Cl)cc(Cl)cc3Cl)N=C2NC(=O)c2cccc([N+](=O)[O-])c2)cc1,1782,1765
Cc1ccccc1NC(=O)c1ccccc1NC(=O)Cc1cccc2ccccc12,1562,1828
CC(C)C(c1nnnn1C1CCCC1)N1CCC(C(N)=O)CC1 (stereo unspecified),1608,1847
Cc1ccc(C)c(NC(=S)NCCN(C2CCCCC2)C2CCCC2)c1,1405,1773

# Another view of part of the listing above.
mol: CCn1c(/C=C/c2ccccc2[N+](=O)[O-])nc2ccccc2c1=O
  SRC3 TRFRET art: 1707
  SRC1 TRFRET art: 1947

mol: Cc1ccc(C(=O)NCCc2n[nH]c(=S)n2C)cc1
  SRC3 TRFRET art: 1416
  SRC1 TRFRET art: 1844

mol: C/C(=C/C#N)Nc1ccc(C)cc1
  SRC3 TRFRET art: 1433
  SRC1 TRFRET art: 1635

mol: O=C(N/N=C/c1c(F)c(F)c(F)c(F)c1F)c1ccc(Cn2cc(Br)cn2)o1
  SRC3 TRFRET art: 1631
  SRC1 TRFRET art: 1845
